# NOD1 NF-kB reporter: inhibition of NOD1-driven NF-kB reporter – cell-based, luminescence, uHTS, primary screen (AID 1578); NOD1-driven NF-kB luciferase reporter cells, luminescence; higher % means a stronger effect; inhibition, % at 4 µM, or EC50 in µM where a hit was titrated; hit rate 1% among 290,000; in the data active = inhibition mostly above about 36%, no sharp cut-off; inactive = mostly below about 34%;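 also: HEK-293T reporter cells stimulated with the NOD1 agonist gamma-tri-DAP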
# NTR1 ag: NTR1-driven beta-arrestin-GFP spot formation – imaging, U2OS cells, high content, primary screen (AID 493036); hit rate 0.17% among 330,000; agonist mode; P30989; activation, % at 20 µM;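 active = activation at or above 40% of the spot to cytoplasm intensity ratio, with at least 20 cells analyzed; inconclusive = wells under 20 cells, flagged as cytotoxic or low count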;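 also: 0% = DMSO without peptide and 100% = 100 nM NTR1 peptide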
# Target sequence (P30989 whole entry, looked up): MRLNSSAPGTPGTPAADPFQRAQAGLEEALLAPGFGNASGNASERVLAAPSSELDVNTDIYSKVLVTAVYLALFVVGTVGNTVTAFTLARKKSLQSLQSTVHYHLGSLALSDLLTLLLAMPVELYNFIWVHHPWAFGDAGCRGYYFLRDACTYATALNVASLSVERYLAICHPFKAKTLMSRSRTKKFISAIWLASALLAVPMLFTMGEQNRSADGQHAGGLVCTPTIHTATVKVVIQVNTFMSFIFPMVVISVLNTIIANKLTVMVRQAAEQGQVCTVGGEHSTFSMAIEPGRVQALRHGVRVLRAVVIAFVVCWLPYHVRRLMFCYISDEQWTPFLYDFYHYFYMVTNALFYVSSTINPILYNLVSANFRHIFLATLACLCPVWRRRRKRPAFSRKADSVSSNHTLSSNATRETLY
# T cell modulator: T cell immune modulation candidate; 2C CD8+ T cell-vesicle binding, flow cytometry; active compounds read low; calls only at 7 µM; hit rate 0.068% among 330,000;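 active = response, share of CD8 T cells binding vesicles, and their 90th percentile fluorescence all below set limits, cut at about 80% in these data, passing the limit was not always enough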
#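 Assay system: 2C TCR transgenic mouse naive CD8+ T cells, MACS-purified | Read-out: CD8+ gate FL2 mean fluorescence as % of same-row positive control | Signal: High-throughput flow cytometry with anti-B7-1 and anti-CD8 staining | Timing: Binding step 1.5 h, 37 °C, antibody labelling 20 min, ice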
# NOD2 inhibition: NOD2 signaling inhibitors, cell-based, luminescence, uHTS, HEK293 (AID 1566); HEK293 NOD2/NF-kB luciferase reporter, luminescence; higher % means a stronger effect; inhibition, % at 4 µM, or EC50 in µM where a hit was titrated; hit rate 0.63% among 290,000; also: many of its hits are not listed in these tables
# KOR beta-arrestin-1: kappa opioid receptor blockers – cell-based, luminescence, uHTS (AID 1778); KOR beta-arrestin recruitment, luminescence, antagonist mode; higher % means a stronger effect; one-dose inhibition, % at 10 µM; IC50 in µM for titrated hits; hit rate 0.091% among 290,000; also: strong numbers were not always called active
# KOR beta-arrestin-2: KOR agonists, beta-arrestin recruitment, primary screen, cell-based, luminescence, uHTS (AID 1777) | one-dose activation, % at 10 µM; EC50 in µM for titrated hits | KOR beta-arrestin recruitment, luminescence; higher % means a stronger effect | hit rate 0.02% among 280,000; in the data active = activation above about 50%, passing the limit was not always enough; also: a part of the inactive calls stands beside numbers as strong as those of hits
# GPR55 activation: selective activators of receptor GPR55 – imaging, U2OS cells, beta-arrestin-GFP redistribution, primary screen (AID 1961); activation, % at 10 µM, or EC50 in µM where a hit was titrated; U2OS GPR55 beta-arrestin-GFP redistribution imaging; higher % means a stronger effect; hit rate 0.048% among 290,000;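 active = activation above 40% with more than 50 cells counted in the well; inconclusive = wells holding fewer than 50 cells, flagged as toxic or sparse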;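 also: U2OS osteosarcoma cells stably expressing GPR55 and beta-arrestin-GFP; plate controls were DMSO negative control for no effect and LPI positive control for full effect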
# Myeloid diff 2: myeloid differentiation induction. ER-HoxA9 myeloid progenitors, lysozyme-GFP differentiation, flow cytometry. hit rate 1% among 360,000. AID 624256. calls only at 10 µM;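 active = normalized GFP-positive differentiation at or above the plate's own cutoff, the solvent-only control mean plus 3 SD; inconclusive = no clear call, values can overlap the other calls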;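 also: cells exposed to compound for four days before flow analysis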
# GPR55 antagonists: GPR55 antagonists blocking LPI-driven arrestin recruitment, primary screen, imaging, U2OS, beta-arrestin-GFP, LPI agonist (AID 2013); U2OS GPR55 beta-arrestin-GFP translocation imaging, LPI antagonism; higher % means a stronger effect; inhibition, % at 10 µM, or IC50 in µM where a hit was titrated; hit rate 0.13% among 290,000;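 active = spots per cell inhibited over 60%, with over 100 cells counted and total cytoplasm intensity under 500,000; inconclusive = wells with under 100 cells, flagged as likely toxic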;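 also: U2OS cells stably carrying GPR55 and arrestin-GFP stimulated by 5 µM LPI near EC80; imaged beta-arrestin-GFP aggregate spots per cell after agonist stimulation; plate controls were LPI-stimulated DMSO wells for no effect and DMSO wells without LPI for full effect; some results filed as inactive read as strong as hits; confirmed hits need IC50 under 10 µM and bright autofluorescent wells are also inconclusive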
# T cell modulator vesicle-bound %: also measured in T cell modulator; calls as there; double positive events, %; measured here: CD8+ vesicle-bound cell fraction;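 binding gate set so that unloaded-vesicle control wells show 10% double positive cells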
# NTR1 ag cell count 20 µM: also measured in NTR1 ag; calls as there; cell count; measured here: cell count, cytotoxicity flag
# Myeloid diff 2 GFP+ MAC1+ %: further read-out of Myeloid diff 2, marked with its call; GFP+ MAC1+ double positive, %; measured here: differentiation confirmed by MAC1 staining
# An asterisk follows results filed as active; i = inactive; ? = inconclusive; · = not tested or not shown; & = joins results of further samples; [ ] = another dose, or the depositor's remark. Rule as the data show it, unless noted: active = inhibition above about 50%; inactive = the rest.
SMILES,NOD1 NF-kB reporter,NTR1 ag,NTR1 ag cell count 20 µM,T cell modulator,T cell modulator vesicle-bound %,NOD2 inhibition,KOR beta-arrestin-1,KOR beta-arrestin-2,GPR55 activation,Myeloid diff 2,Myeloid diff 2 GFP+ MAC1+ %,GPR55 antagonists
Cc1ccc2c(c1)/C(=C/c1ccco1)C(=O)N2,1%,1.3,75,i,51,-5%,-60%,2.9%,-0.6%,i,0.2,-22%
CC(C)(C)NS(=O)(=O)c1ccc(CCC(=O)NCc2ccccn2)cc1,-12%,-1.4,62,i,67,23%,9%,-4.0%,-0.1%,i,0.8,1%
CC(C)(C)C(=O)NC(=S)Nc1ccc(F)cc1,11%,2.7,84,i,50,11%,23%,6.7%,-0.2%,i,0.3,1%
COc1ccc(S(=O)(=O)N2CCN(CC(=O)Nc3ccccc3OC)CC2)cc1,4%,4.0,77,i,19,22%,i,5.6%,-0.2%,?,·,-28%
Nc1nc(SCC(=O)N2CCOCC2)n[nH]1,-35%,1.4,44,i,43,2%,-35%[20 µM],-1.5%,-0.1%,i,0.3,-4%
CC(OC(=O)c1oc2ccccc2c1COc1ccccc1)C(=O)NC(N)=O (stereo unspecified),-15%,-0.1,53,i,48,7%,-6%,-4.4%,0.5%,i,0.2,14%
CCOc1ccc(NCCC(=O)c2ccc3c(c2)OCO3)cc1,-20%,2.1,50,i,8,2%,28%,-3.7%,0.0%,i,13,4%
Cc1cccc(-n2ncc3c2CCCC3NC(=O)CCc2cccnc2)c1C (stereo unspecified),9%,1.6,47,i,23,27%,-32%,7.0%,-0.2%,?,·,-2%
COC(=O)c1[nH]c2c(c1C)C(=O)CC(c1cccs1)C2 (stereo unspecified),-23%,0.0,46,i,38,-21%,-107%,1.0%,-0.1%,?,·,-23%
O=C(NCc1nc2ccccc2[nH]1)c1cccc(S(=O)(=O)N2CCOCC2)c1,-14%,0.3,79,i,1,-2%,8%,4.7%,-0.1%,i,1.2,5%
COc1cccc2c1-c1c(O)cccc1C2=O,-18%,-0.4,59,i,13,-11%,-46%[20 µM],-3.6%,-0.1%,i,0.8,-9%
CC(C)(C)NC(=O)c1ccccc1-c1nc2ccccc2s1,-5%,1.3,57,i,46,3%,13%,0.1%,0.0%,i,0.8,0%
N#Cc1c(SCC(=O)N2CCCCC2)nsc1SCC(=O)N1CCCCC1,-13%,0.8,58,i,11,5%,5%,3.9%,0.0%,i,0.0,3%
CC(=O)c1cnc(Nc2nc(C)c3ccc(C)cc3n2)nc1C,-23%,1.0,71,i,14,3%,-21%,-6.0%,-0.1%,i,0.8,14%
CCOP(=O)(OCC)c1nc(-c2ccc(Br)cc2)oc1N1CCCCC1,-15%,5.0,95,i,59,-18%,8%,1.6%,-0.2%,i,0.5,-8%

# Copied from the list:
# CC(C)(C)C(=O)NC(=S)Nc1ccc(F)cc1 in NOD1 NF-kB reporter → 11%
# CCOc1ccc(NCCC(=O)c2ccc3c(c2)OCO3)cc1 in NOD2 inhibition → 2%

# Further structures.
SMILES,NOD1 NF-kB reporter,NTR1 ag,NTR1 ag cell count 20 µM,T cell modulator,T cell modulator vesicle-bound %,NOD2 inhibition,KOR beta-arrestin-1,KOR beta-arrestin-2,GPR55 activation,Myeloid diff 2,Myeloid diff 2 GFP+ MAC1+ %,GPR55 antagonists
CN1CCN(S(=O)(=O)c2ccc(Cl)cc2)CC1,0%,-0.3,49,i,51,13%,-48%[20 µM],-0.5%,1.1%,i,0.4&0.3,-4%
CCn1cc(CN2CCCC(C(=O)Nc3cccc(-n4cccn4)c3)C2)c(C)n1 (stereo unspecified),-20%,1.2,65,i,4,-4%,4%,-1.1%,0.2%,i,0.7,10%
Cc1cc(NC(=O)COC(=O)C2CC(=O)N(c3ccc(Cl)cc3)C2)no1 (stereo unspecified),-10%,3.6,39,i,49,10%,-26%,4.3%,-0.1%,i,0.2,3%
COc1ccc(-c2nnc(N(C)C(=O)C3CCCO3)s2)cc1 (stereo unspecified),-38%,-0.9,38,i,30,-32%,-1%,-1.6%,-0.4%,i,0.5,10%
COc1ccc2nc(Cl)c(C3CC(c4ccco4)=NN3C(=O)CCC(=O)O)cc2c1 (stereo unspecified),20%,-0.2,43,i,34,8%,-6%,1.4%,0.1%,i,0.7,-3%
COc1ccccc1-n1c(SCC(=O)N2CCOCC2)nc(O)cc1=O,-9%,-0.4,64,i,62,-20%,17%,-3.5%,-0.1%,i,0.5,14%
c1ccc(-c2n[nH]c3c2CCC3)cc1,-4%,-1.6,44,i,3,5%,-5%,29%,0.3%,i,0.9,32%
O=C(Cn1cc2c(n1)CCCC2)NCCCN1CCN(Cc2ccccc2)CC1,-10%,-3.3,50,i,64,1%,18%,-13%,-0.2%,i,3.2,8%
CCN(CC(=O)Nc1ccc2c(c1)OCCO2)C(=O)c1cccc(OCC(C)C)c1,10%,0.8,54,i,64,5%,-15%,-0.6%,0.3%,i,0.9,5%
CCN(CC)CC(=O)Nc1nc(-c2ccc(Cl)cc2)cs1,-4%,-1.2,38,i,48,3%,-43%,-0.8%,-0.1%,i,1.0,12%
COc1ccc(C(=O)N2CCCC(CNC(=O)c3ccccc3Cl)C2)o1 (stereo unspecified),-13%,-0.5,60,i,61,2%,18%,1.9%,0.2%,i,2.7,10%
Cc1ccc(NC(=S)NC2CCCCC2)cc1S(=O)(=O)N(C)C,-7%,0.9,55,i,31,-15%,-23%,3.1%,0.3%,i,0.6,-23%
CC1CCN(S(=O)(=O)c2ccc(NC(=O)Cn3nnc(-c4ccccc4F)n3)cc2)CC1,-17%,9.4,40,i,35,3%,20%,6.0%,-0.2%,i,2.2,6%
COc1ccc2cc(/C=N/NC(=O)CSCc3ccc([N+](=O)[O-])cc3)c(Cl)nc2c1,-13%,6.3,46,i,44,-15%,5%,0.9%,-2.0%,i,2.1,6%
O=C(O)CSc1sc(=S)sc1SCC(=O)O,-25%,1.2,46,i,14,16%,-8%,8.7%,-0.1%,i,1.1,20%
Cc1c(C(=O)N2CCCCC2)c(S(=O)(=O)NCc2ccc(Cl)cc2)c(C)n1C,-2%,-0.4,67,i,19,-3%,-18%,2.9%,-0.2%,i,0.8,7%
O=C(NNc1nc2cc3c(cc2s1)OCCO3)c1ccc(F)cc1,-86%,0.1,49,i,27,-33%,-23%,2.8%,1.2%,i,0.3,-3%
CC(C)(C)c1ccc(CCC2OCC(CN3CCOCC3)O2)cc1 (stereo unspecified),-15%,0.7,61,i,41,-16%,3%,-0.2%,0.3%,i,0.7,2%
Cc1csc(SCC(=O)NC(=O)C2CCCCC2)n1,-32%,0.0,24,i,57,-1%,-17%,0.9%,0.2%,i,0.6,8%
COCCCNC(=S)NC1CCCCC1,3%,-1.2,58,i,43,8%,13%,-1.5%,0.8%,i,0.2,8%
CC(=O)c1ccc(NC(=O)c2cc3ccccc3o2)cc1,-84%,2.7,44,i,60,-64%,-19%[20 µM],-3.2%,0.9%,i,0.7,-17%
CC(=O)c1cn(CC(=O)Nc2ccccc2C(F)(F)F)c2ccccc12,27%,1.7,67,i,40,30%,-21%[20 µM],1.3%,-0.1%,i,0.9,18%
COc1cc(CCC(=O)OCC(=O)Nc2ccccc2F)cc(OC)c1OC,21%,-0.3,56,i,30,-18%,-36%,7.7%,-0.1%,i,0.8,2%
N#CC1=C(S)N(c2ccc(F)cc2)C(c2cccs2)NC1=O (stereo unspecified),-19%,·,·,·,·,8%,-18%,2.0%,0.3%,i,0.4,18%
Cc1cccn2cc(CSc3ccccc3N)nc12,-50%,-0.6,74,i,14,-37%,1%,-8.0%,-0.1%,i,2.9,18%
COc1ccc(CCNC(=O)Cn2c(=O)n(-c3cc(F)ccc3F)c(=O)c3sccc32)cc1OC,-48%,4.5,56,i,55,38%,-26%,0.2%,-0.6%,i,0.1,-10%
CCCOC(=O)c1cccc(Nc2nc(-c3cccnc3)nc3ccccc23)c1,-21%,44*,85*,i,48,17%,2%,3.8%,-0.4%,i,0.0,0%
CC(C)CC(NC(=O)c1ccc(C#CC(C)(C)O)s1)C(=O)O (stereo unspecified),-12%,0.6,59,i,52,20%,-11%,2.2%,-0.2%,i,0.3,1%
CC1(C)C(C=C(Cl)Cl)C1C(=O)Nc1ccc([N+](=O)[O-])cc1 (stereo unspecified),-2%,·,·,i,52,10%,32%,4.7%,-0.3%,·,·,11%
CN=c1scc(C)n1/N=C/c1cc(Br)c(O)c(Br)c1,-54%,-0.4,56,i,8,-63%,-45%,-1.7%,-0.4%,i,0.4,7%
COc1ccc2c(c1)CC(=O)NC=C2,-1%,1.4,54,i,47,14%,-3%,-4.3%,0.2%,i,0.5,-4%
CC(C)N(Cc1nc(-c2ccccc2)no1)C(=O)C1CCCCC1,-9%,0.8,78,i,52,24%,14%,-0.6%,0.2%,i,1.2,9%
CCC(C)(C)NC(=O)C(c1ccc(OC)cc1)N(Cc1ccco1)C(=O)CCC(=O)Nc1cc(C)on1 (stereo unspecified),-18%,0.3,61,i,37,21%,-22%,2.0%,0.2%,i,0.9,8%
CCC1CSC(=Nc2ccc(C)cc2)N1C(=O)CN1C(=O)NC2(CCCC2)C1=O (stereo unspecified),-54%,4.4,58,i,30,-53%,2%,0.1%,-0.2%,i,0.0,-2%
O=C(O)c1ccc(CSc2nnc(-c3ccncc3)n2CC2CCCO2)cc1 (stereo unspecified),-12%,0.5,84,i,45,-2%,19%,-2.3%,-0.1%,i,1.2,11%
CC(C)(C)N1NC2(CCCCC2)NC1=S,-23%,0.8,56,i,45,11%,-18%[20 µM],1.9%,0.2%,i,1.0,-15%
COc1ccc(Cl)cc1NC(=O)COC(=O)/C=C/c1c(C)nn(C2CCS(=O)(=O)C2)c1Cl (stereo unspecified),31%,4.7,28,i,11,33%,-12%,4.3%,0.8%,i,0.4,4%
O=C(O)COc1ccc(/C=N/NC(=O)c2ccc(-c3csc(Nc4ccc(Cl)cc4)n3)cc2)cc1,-5%,·,·,·,·,-12%,11%,4.3%,-1.9%,i,0.2,2%
COc1ccc([N+](=O)[O-])cc1NC(=O)CCN1CCOCC1,5%,-0.4,90,i,16,17%,6%,-0.6%,0.3%,i,0.8,-4%

# Bioassay records as filed in PubChem.

# An excerpt; count on the stated rates, not on these rows.
